# Screening data: PubChem, National Center for Advancing Translational Sciences (NCATS)
# AmpC inh detg – blocks E. coli AmpC beta-lactamase in detergent assay; P00811; AmpC hydrolysis of nitrocefin, absorbance 480 nm, 0.01% Triton; Potency, µM (titrated, usually from 114 µM), for inactives: top-dose activity change, negative = inhibition, hits mostly inhibitors; 370,000 compounds, 0.041% hits; AID 485294;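 also: potency is read from the fitted curve at half-maximal effect; 0% = no-compound wells and -100% = no-enzyme wells; nearly all actives have a fitted effect of over 25% in size; some results filed as inactive show a strong effect at the top dose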
# Target sequence (P00811 whole entry, looked up): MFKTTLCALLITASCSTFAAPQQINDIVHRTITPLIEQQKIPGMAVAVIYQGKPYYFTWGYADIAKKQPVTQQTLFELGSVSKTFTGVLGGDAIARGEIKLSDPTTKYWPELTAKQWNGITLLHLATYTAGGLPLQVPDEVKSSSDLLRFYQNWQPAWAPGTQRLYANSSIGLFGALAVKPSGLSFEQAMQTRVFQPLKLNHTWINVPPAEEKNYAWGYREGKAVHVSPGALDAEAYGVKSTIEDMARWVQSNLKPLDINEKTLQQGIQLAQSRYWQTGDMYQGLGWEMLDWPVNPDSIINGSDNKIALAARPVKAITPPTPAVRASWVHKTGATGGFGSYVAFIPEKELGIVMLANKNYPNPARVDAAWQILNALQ
#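 20 mM phosphate pH 7.0 + 0.01% (detergent screen) or 0.0001% Triton X-100; 5.3 nM AmpC reagent; cpd preinc 15 min RT; nitrocefin (800 uM stock) to start; A480 q20 s × 4 min; Activity was normalised to no-enzyme and no-compound control wells.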
# Tb PYK inh – inhibitors of Trypanosoma brucei pyruvate kinase; TbPYK enzyme, Kinase-Glo Plus ATP luminescence, 45 min; Potency, µM (doses to about 76.8 µM), for the others: at the top dose activity, negative = inhibition, most hits filed as inhibitors; 410,000 compounds, 0.12% hits; also: potency is read from the fitted curve at half-maximal effect; nearly all actives have a fitted effect of over 50% in size
#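 Activity of T. brucei pyruvate kinase was followed by Kinase-Glo Plus luminescence after the enzyme reacted 45 min at room temperature with 130 uM ADP (final) and substrate. Test compounds were added before ADP at multiple concentrations.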
# HCMV antiviral – blocks human cytomegalovirus replication; HFF cells, HCMV-luciferase reporter, 72 h; active compounds read low; activity change, negative = inhibition, % at 57.5 µM; 410,000 compounds, 4.5% hits; in the data active = activity change below about -60%; inconclusive = no clear call, values can overlap the other calls; inactive = above about -39%
#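 Compounds were evaluated in HFFs infected with an HCMV luciferase reporter virus (MOI 1 PFU/cell). Luciferase in lysates collected 72 h post infection served as the replication measure.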
# LmPK inh – blocks Leishmania mexicana pyruvate kinase activity | Q27686 | 290,000 compounds, 0.37% hits | Potency, µM (titrated, usually from 57.5 µM), for inactives: at the top dose activity change, negative = inhibition, actives largely listed as inhibitors | purified LmPK, Kinase-Glo ATP luminescence, 1 h; also: potency is read from the fitted curve at half-maximal effect
# Target sequence (Q27686 whole entry, looked up): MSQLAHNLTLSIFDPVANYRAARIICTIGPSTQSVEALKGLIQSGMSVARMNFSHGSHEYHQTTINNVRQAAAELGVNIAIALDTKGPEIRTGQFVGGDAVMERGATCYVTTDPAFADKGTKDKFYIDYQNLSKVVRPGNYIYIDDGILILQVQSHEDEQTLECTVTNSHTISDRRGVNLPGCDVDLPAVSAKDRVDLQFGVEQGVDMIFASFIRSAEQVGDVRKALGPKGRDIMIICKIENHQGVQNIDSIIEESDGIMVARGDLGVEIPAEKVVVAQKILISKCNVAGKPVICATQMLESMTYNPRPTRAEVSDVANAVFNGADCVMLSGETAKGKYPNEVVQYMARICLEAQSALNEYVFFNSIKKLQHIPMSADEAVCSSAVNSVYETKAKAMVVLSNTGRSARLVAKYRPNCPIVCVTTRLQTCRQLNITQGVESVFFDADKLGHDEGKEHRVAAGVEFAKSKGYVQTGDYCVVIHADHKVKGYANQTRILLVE
#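 0.1 nM LmPK, 0.5 mM PEP, 0.1 mM ADP; 50 mM imidazole pH 7.2, 7 mM MgCl2, 50 mM KCl; 1 h RT. Kinase-Glo luminescence readout, normalized to no-enzyme (full inhibition) and uninhibited wells.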
# Sm TGR block – blocks Schistosoma mansoni thioredoxin glutathione reductase; Potency, µM (doses to about 114 µM), inactives show at the top dose activity change, negative = inhibition, most hits filed as inhibitors; 360,000 compounds, 3% hits; Q962Y6; purified TGR, DTNB reduction, TNB absorbance 405 nm; also: potency is read from the fitted curve at half-maximal effect; nearly all actives have a fitted effect of over 60% in size
#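 TGR 20 nM + NADPH 100 uM (dispensed conc.), cpd preinc 15 min RT; start with NADPH (500 uM addition) then DTNB (15 mM addition). Kinetic TNB absorbance, 405 nm filter. Four-parameter Hill fit across titration.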
# AMA1-RON2 inh – inhibitors of Plasmodium falciparum AMA1-RON2 interaction; AlphaScreen AMA1-biotinylated RON2 peptide binding; Potency, µM (titrated, usually from 58.2 µM), for inactives: top-dose activity change, negative = inhibition, most hits filed as inhibitors; 360,000 compounds, 0.2% hits; AID 720542;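 also: potency is read from the fitted curve at half-maximal effect; 0% = vehicle wells and -100% = peptide control; nearly all actives have a fitted effect of over 45% in size; some results filed as inactive show a strong effect at the top dose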
#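 AMA1 (3D7) with his tag at 25 nM final met compounds first, then biotinylated RON2 peptide at 25 nM; detection used donor plus acceptor beads, 10 µg/mL apiece, read by AlphaScreen after 30 min at room temperature.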
# AmpC inh no detg – blocks E. coli AmpC beta-lactamase in detergent-free assay; AmpC nitrocefin hydrolysis, absorbance 480 nm, 0.0001% Triton; Potency, µM (titrated, usually from 57.1 µM), without a hit: at the highest dose activity change, negative = inhibition, actives largely listed as inhibitors; 330,000 compounds, 0.52% hits; AID 485341;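 also: potency is read from the fitted curve at half-maximal effect; plate controls were no compound for no effect and no enzyme for full effect; nearly all actives have a fitted effect of over 20% in size; some results filed as inactive show a strong effect at the top dose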
#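 AmpC (5.3 nM in the dispensed reagent) in 20 mM phosphate pH 7.0 with 0.01% (detergent screen) or 0.0001% Triton X-100 was preincubated with compounds for 15 min at room temperature. Nitrocefin was then added from an 800 uM solution, and hydrolysis was followed at 480 nm.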
# Numbers without * were called inactive; ? = inconclusive; . = not tested or not shown; [ ] = dose if it differs, or a comment. Unless noted, calls follow the shape of the dose curve; as a rule, active = well fitted curve in the direction sought with a large enough effect; inconclusive = small, poorly fitted or top-dose-only effect, or another doubt; inactive = no such curve, though single readings can be large; an effect the other way counts as inactive or inconclusive. Unless noted, % is scaled to controls: 0 for no effect and ±100 for the full control effect.
# Values run as follows: AmpC inh detg	Tb PYK inh	HCMV antiviral	LmPK inh	Sm TGR block	AMA1-RON2 inh	AmpC inh no detg
1	Cc1ccc2[nH]c(=O)c(CN(CCO)C(=O)NCc3ccccc3)cc2c1
  6%	-5%	-1	0%	-20%	-1%	-10%
2	CCCCC(=O)NC(c1cccc([N+](=O)[O-])c1)c1c(OC(C)=O)ccc2ccccc12 (stereo not given)
  -2%	7%	?	5%	-18%	-12%	20%
3	CCCC(=O)N1CCC1(C)C(=O)Nc1ccc(OC(F)F)cc1 (stereo not given)
  .	-1%	5	.	.	10%	.
4	CC(=O)c1c(C)oc2ccc(N(C(C)=O)S(=O)(=O)c3cccc([N+](=O)[O-])c3)cc12
  2%	3%	-21	2%[11.5 µM]	3%	0%	-28%
5	N#Cc1nc(COc2ccc(Br)cc2)oc1N1CCN(Cc2ccccc2)CC1
  1%	0%	-14	1%	-8%	?	13%
6	CCCOc1ccc(/C=N/NC(=O)c2ccc(Cn3cc([N+](=O)[O-])cn3)o2)cc1
  -9%	-10%	29	-6%	-2%	3%	-23%
7	CCCCNC(=O)CN(Cc1ccco1)S(=O)(=O)c1ccc(C(C)=O)cc1
  5%	-22%	-32	.	?	8%	19%
8	CC1CCCCN1C(=O)COC(=O)C1CCN(S(=O)(=O)c2ccc(Cl)c(C(F)(F)F)c2)CC1 (stereo not given)
  -3%	-2%	-13	.	0%	3%	16%
9	CCCCC(=O)Nc1ccc(S(=O)(=O)Nc2nccc(C)n2)cc1
  -3%	-1%	-12	2%	21%	1%	-27%
10	Cc1cccnc1C(c1ccc(F)cc1)N(C)C(=O)C1CCN(CCCOc2ccc(F)cc2)CC1 (stereo not given)
  .	0%	20	.	.	-3%	.
11	NC(=O)c1cc([N+](=O)[O-])ccc1N1CCCCC1
  -21%	-5%	1	1%	-12%	3%	-9%
12	COC(=O)c1sc2ccccc2c1NC(=O)c1ccc(S(=O)(=O)N2CCCCC2)cc1
  ?	4%	-32	5%	-2%	14%	-10%
13	Cc1ccsc1/C=N/NS(=O)(=O)c1ccc([N+](=O)[O-])cc1
  1%	-9%	37	-5%	-3%	-20%	-33%
14	O=C(OCCN1C(=O)c2cccc3c(N4CCOCC4)ccc(c23)C1=O)c1ccc(Cl)cc1
  ?	-8%	?	-1%	4%	8%	-9%
15	CCOC(=O)C1=C(COC(=O)c2cccnc2Cl)NC(=O)NC1C (stereo not given)
  -14%	-4%	-17	.	-4%	3%	-2%
16	Cc1ccn2c(=O)c(C(=O)NC3CCCCC3C)c(O)nc2c1 (stereo not given)
  -8%	-4%	-16	.	-5%	-22%	-10%
17	Clc1nnc2ccc(-c3ccccc3)nn12
  ?	-1%	39	9%	12%[11.4 µM]	7%	-3%
18	CC1(C)OC(=O)C(=CNNc2c(Cl)cc(Cl)cc2Cl)C(=O)O1
  1%	-2%	38	-13%	-20%	-7%	30%
19	Cc1nc(SCc2ccc(Br)cc2)[nH]c(=O)c1C
  0%	1%	100	2%	2%	-4%	-18%
20	CC1=C(C(=O)Nc2cc(Cl)ccc2C)C2(CCCCC2)OC1=O
  -2%	4%	-17	.	-15%	.	.
21	Cc1ccc2oc(-c3cccc(NC(=O)C4CCCO4)c3)nc2c1 (stereo not given)
  3%	5%	113	-3%	8%	20%	40%
22	C/C(=C(\C#N)C(=O)NC1CCCCC1)N(C)C
  6%	-6%	17	-2%	9%	-2%	2%
23	C[C@H](NC(=O)c1nc[nH]c1C(=O)N[C@@H](CCCCN)C(=O)OC(C)(C)C)C(=O)OC(C)(C)C
  0%	-4%	-31	.	5%	79%[activator]	76%[activator]
24	CCCN(CCC)C(=O)c1c(C)[nH]c(C(=O)OCC)c1C
  -8%	.	3	-2%	-16%	.	20%
25	CCOc1ccc(OCc2ccc(C(=O)N/N=C(\C)c3ccccn3)cc2)cc1
  ?	8%	-85*	-3%	16%	54%[activator]	-4%
26	Cc1ccc(NC(=O)[C@@H]2CCCN2C(=O)[C@@H]2Cc3ccccc3CN2)c(C)c1
  -14%	7%	-38	9%	-7%	-10%	-12%
27	CCC(NC(=O)CCc1c(C)c2cc3c(-c4ccccc4)coc3cc2oc1=O)C(=O)O (stereo not given)
  0%	-8%	-9	7%	-12%	-8%	18%
28	Cc1ccc2nc(NCc3ccccc3)c(C=O)c(=O)n2c1
  -4%	2%	9	1%	-9%	-1%	-11%
29	CCNC(=O)/C(C#N)=C/c1c(N2CCCCCC2)nc2ccccn2c1=O
  -7%	3%	12	1%	-6%	5%	10%
30	CCc1ccc2c(c1)c(=O)c(S(=O)(=O)c1ccc(F)cc1)cn2CC(=O)Nc1ccc(C)cc1C
  2%	-3%	6	.	0%	.	.
31	Cc1ccc(NC(=O)Cc2nnc(SCC(=O)c3ccc(Br)cc3)n2C)cc1Cl
  -7%	.	48	3%	2%	.	-18%
32	CCOC(=O)N1CCC(N2Cc3cccc(C(=O)NCc4ccc5c(c4)OCO5)c3C2=O)CC1
  -5%	7%	8	7%	8%	-3%	64%[activator]
33	CCCCOC(=O)NC1CCc2cc(OC)c(OC)c(OC)c2-c2ccc(SC)c(=O)cc21 (stereo not given)
  .	0%	-80*	.	.	-5%	.
34	CCOC(=O)C1(Cc2ccc(OC)cc2)CCN(C(=O)CCc2cnccn2)CC1
  -8%	2%	-39	-2%	-2%	-11%	54%
35	Clc1cccc(-n2ncc3c(N4CCCCC4)ncnc32)c1
  6%	-7%	?	.	2%	.	.
36	CC(C)(C)C(=O)C(CO)(Oc1ccc(Cl)cc1)n1cncn1 (stereo not given)
  -19%	-3%	20	-2%	5%	8%	1%
37	O=S(=O)(c1cc(Cl)cc(Cl)c1)N1Cc2cc(N3CCOCC3)ccc2-n2nncc2C1
  .	7%	6	.	.	0%	.
38	CC(=O)c1ccc(N2CCN(c3ccc(C(N)=O)cc3[N+](=O)[O-])CC2)cc1
  -3%	8%	?	2%	.	-4%	-3%
39	CC(C)NC(=O)c1ccccc1S(=O)(=O)c1ccccc1C#N
  -10%	-4%	10	-4%	5%	10%	-8%
40	CCOC(=O)c1ccc(NC(=O)COc2ccccc2OC)cc1
  -8%	-4%	-13	2%	-19%	-1%	-17%
41	Cc1ccc(NC(=O)Cn2cc3c(n2)CCC(C)C3)cc1 (stereo not given)
  -6%	-4%	-5	2%	5%	-1%	?
42	COc1cc(C2NC(=O)c3ccccc3O2)cc(OC)c1OC (stereo not given)
  -12%	-1%	8	3%	0%	1%	-12%
43	CC(=O)N=c1sc(S(N)(=O)=O)nn1C
  6%	3%	-18	17%	7%	-5%	-27%
44	O=C(O)CCC(=O)Nc1ccccc1C(=O)NCc1ccccc1
  ?	-2%	-19	4%	-4%	0%[11.6 µM]	-12%
45	COc1cc(Cl)c([C@@H]2C[C@H]3CN(c4ccccc4)C(=O)[C@]34CCCN24)cc1OC
  -9%	4%	-2	5%	24%	3%	60%[activator]
46	Cc1[nH]nc(SCC(=O)NCc2ccc(F)cc2)c1[N+](=O)[O-]
  ?	17%	19	1%	-7%	12%	-5%
47	CCOC(=O)c1c(C)[nH]c(C)c1S(=O)(=O)N(C)CC(=O)Nc1cc(Cl)ccc1OC
  0%	3%	-25	.	-1%	.	.
48	O=C(N/N=C/c1cccc(C(F)(F)F)c1)c1ccccc1O
  -1%	2%	-40	-2%	13%	3%	-38%
49	Cc1cc(-c2ccc(C)c(S(=O)(=O)NCCC(C)N3CCCCCC3)c2)on1 (stereo not given)
  0%	0%	12	-6%	-3%	-7%	28%
50	CCOC(=O)c1ccc(NC(=O)CSc2nc3cc4ccccc4cc3[nH]2)cc1
  25%	1%	16	.	10%	.	.
51	O=C(Cc1ccc(Cl)cc1)NC1CCCCCC1
  -9%	-3%	13	1%	3%	?	-15%
52	Nc1nc(-c2ccc(Cl)cc2)cn1N
  -12%	10%	-7	4%	-36%	10%	-35%
53	O=C(N/N=C/c1ccc(OCc2ccccc2)cc1)c1cc[n+](Cc2ccccc2)cc1
  -1%	4%	20	-3%	-6%	33%[activator]	77%[activator]
54	O=C(NCc1ccccc1)c1cc2ccc3cccnc3c2[nH]1
  5%	8%	57	.	10%	.	.
55	CCCOc1ccc(N2C(=O)CC(N3CCN(CCN=CC4=C(O)CC(C)(C)CC4=O)CC3)C2=O)cc1 (stereo not given)
  -4%	4%	20	-1%	.	47%[activator]	167%[activator]
56	COC(=O)CN(c1ccc(OC)c(OC)c1)S(C)(=O)=O
  -15%	0%	33	-3%	-1%	-10%	-23%
57	Cc1cc(C)n(/C(=C\N(C)C)C(=O)c2cccc([N+](=O)[O-])c2)n1
  3%	-1%	-31	-3%	5%	-4%	-9%
58	COc1ccc2sc(/C=C/c3ccccc3O)[n+](C)c2c1
  -18%	-29%	-8	-20%	-9%	-18%	-43%
59	Cc1ccc(OCCNc2ccc(S(=O)(=O)N3CCCC3)cn2)cc1
  0%	0%	5	.	-2%	1%	-21%
60	Cc1nn(-c2ncccn2)c2c1C(=O)CC(C)(C)C2Br (stereo not given)
  .	1%	?	.	.	-5%	.

# Record cards (already shown). Values in the order: AmpC inh detg, Tb PYK inh, HCMV antiviral, LmPK inh, Sm TGR block, AMA1-RON2 inh, AmpC inh no detg
# COc1ccc2sc(/C=C/c3ccccc3O)[n+](C)c2c1 is listed as -18%, -29%, -8, -20%, -9%, -18%, -43%
# O=S(=O)(c1cc(Cl)cc(Cl)c1)N1Cc2cc(N3CCOCC3)ccc2-n2nncc2C1 is listed as ., 7%, 6, ., ., 0%, .

# (continued)
# Values run as follows: AmpC inh detg	Tb PYK inh	HCMV antiviral	LmPK inh	Sm TGR block	AMA1-RON2 inh	AmpC inh no detg
61	CCCN1CCN(C(=O)CCS(=O)(=O)c2cc3c(cc2Cl)NC(=O)CO3)CC1
  -6%	-2%	3	1%	8%	-9%	-30%
62	O=C(NNc1c2ccccc2nc2ccccc12)c1ccccc1O
  ?	-5%	-22	-7%	-6%	-19%	-51%
63	N#C/C(=C\c1ccc(N2CCOCC2)o1)C(=O)Nc1ccc(O)cc1
  -2%	-3%	37	4%	.	-24%	-30%
64	COc1ccc(OCc2nnc(SCC(=O)N3CCCC3)o2)cc1
  -9%	4%	-11	-4%	8%	7%	0%
65	O=C(NC(=S)N1CCc2ccccc21)c1ccco1
  -1%	0%	?	-7%	0%[57.1 µM]	41%[activator]	-15%
66	Cc1cccc(NC(=O)CN2C(=O)C3CC=CCC3C2=O)c1C (stereo not given)
  .	-1%	-11	.	.	-2%	.
